H9c2 TAG inh: triacylglycerol accumulation inhibition; H9c2 cells, Nile Red lipid (TAG) fluorescence; cells loaded with 200 µM oleic acid; inhibition, % at 12.5 µM; actives 0.66% (n = 230,000);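 active = pattern-corrected inhibition of lipid staining of at least 50% with the nuclear-stain viability signal not falling by more than 50%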;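 note: 0% = DMSO wells and 100% = triacsin C control wells; some results filed as inactive read as strong as hits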
H9c2 TAG inh DAPI viability: second read-out of H9c2 TAG inh, no call of its own (marks repeat the call); DAPI nuclei signal change (viability), lower = more cytotoxic, %;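 whole-well DAPI fluorescence read on a plate reader as a viability signal; minus 50 percent equals half of cells still viable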
The depositor's hits bear a star; i = inactive. This is a subset (hit frequency here may not be typical).

SMILES | H9c2 TAG inh | H9c2 TAG inh DAPI viability
COc1ccc(CC2(C)OC(c3ccc(C)c([N+](=O)[O-])c3)=NN2C(C)=O)cc1 (stereo not given) | -9.4 | 6.6
CCCCn1c(N)c(N(CC(C)C)C(=O)c2ccc(-c3ccc([N+](=O)[O-])cc3)o2)c(=O)[nH]c1=O | -9.9 | -6.7
CCOC(=O)c1ccccc1N1C(=O)C2Sc3[nH]c(=O)sc3C(/C=C/c3ccccc3)C2C1=O (stereo not given) | -3.3 | -11.6
CCC(c1ccc(O)c(O)c1)C(CC)c1ccc(O)c(O)c1 (stereo not given) | 5.4 | -20.7
CC1CC1C(=O)OCC(=O)Nc1cccc([N+](=O)[O-])c1 (stereo not given) | -0.5 | 14.3
Cn1c(N)cc(=O)n(Cc2ccccc2)c1=O | -3.1 | 5.0
COc1ccc(CCNC(=O)Cc2cc(OC)c(OC)cc2Br)cc1OC | -10.6 | 0.0
O=C(NNS(=O)(=O)c1cc(Cl)cc(Cl)c1)c1sccc1-n1cccc1 | -7.7 | 7.2
COc1cccc2cc(/C(=N/O)c3ccccc3)oc12 | -12.7 | 9.4
NC(=O)[C@@H]1CCCN1Cc1nc(-c2cccs2)no1 | -18.3 | 6.6
C[C@@H](C(=O)Nc1nc(-c2ccccn2)cs1)N1C(=O)C2CCCCC2C1=O (stereo not given in full) | -32.6 | -3.5
Cn1ccn(CCCCCCn2ccn(C)c2=S)c1=S | -2.9 | 4.1
O=C(Nc1ccc2c(c1)OCO2)[C@@H]1CCCN1S(=O)(=O)c1cccc2cccnc12 | -0.4 | -14.2
CCN(CC)CCn1c(NCc2ccc(OC)cc2)nc2ccccc21 | -14.9 | -1.4
CCn1cc(C(=O)O)c(=O)c2cc(F)c(N3CCN(S(=O)(=O)c4ccc(NC(C)=O)cc4)CC3)cc21 | 0.1 | 4.3
CC(=O)N(Cc1cccnc1)c1cccc(-c2nc3ccccc3s2)c1 | -12.7 | -1.2
Cc1ccc(Cl)cc1N1CCN(C(=O)C2(S(=O)(=O)c3ccc(Cl)cc3)CC2)CC1 | 26.4 | 3.7
CCOC(=O)C1=C(N)OC2=C(C(=O)CC(C)(C)C2)C1C1CCCCC1 (stereo not given) | 3.4 | -1.2
CN1CCN(S(=O)(=O)c2ccc(NC(=S)NC(=O)c3ccc(Cl)cc3)cc2)CC1 | 20.6 | 2.4
Cn1c2ccccc2c2cc(/C=C(\NC(=O)c3ccccc3)C(=O)O)ccc21 | -9.3 | 33.1
c1coc(CNc2nc(-c3cccs3)cs2)c1 | -3.2 | -7.6
COCCn1c(C)cc(C(=O)COC(=O)c2ccc([N+](=O)[O-])o2)c1C | 44.3 | -40.2
O=C(CCn1c(=S)[nH]c2ccccc2c1=O)NCCc1ccccc1 | 1.2 | 1.2
COc1ccc(CC(CC(=O)O)C(=O)NCc2ccccc2)cc1 (stereo not given) | -1.9 | 11.9
CCOc1ccc(C(C)=O)cc1COC(=O)CNC(=O)c1cccs1 | -9.8 | 0.8
CCOc1ccc(NC(=O)C(NC(=O)C2CCC(C)CC2)C(C)C)cc1 (stereo not given) | -18.4 | 8.4
CC(Oc1cccc(Br)c1)C(=O)NNC(=O)CCS(=O)(=O)c1ccccc1 (stereo not given) | 3.3 | 11.1
CCN(CC)S(=O)(=O)c1ccc(N2CCOCC2)c(NC(=O)c2ccc3c(c2)OCCO3)c1 | 11.1 | -8.1
O=C(NCc1ccccc1)C1=C[C@H](c2csc3ccccc23)C[C@H](OCc2ccc(CO)cc2)O1 | -15.2 | -6.1
Cn1c(=NC(=O)C2=NNC(=O)CC2)sc2ccccc21 | 4.1 | 1.5
CC(NC(=O)c1ccco1)C(c1cccs1)N1CCN(c2ccccc2)CC1 (stereo not given) | -0.5 | 8.9
O=C(Nc1ccc2c3c(cccc13)CC2)c1ccc(Br)o1 | 23.5 | 6.7
O=C(COC(=O)c1ccccc1C(=O)N1CCN(c2ccccc2)CC1)Nc1ccc(F)cc1 | 9.5 | -9.3
O=C(O)c1ccc(-c2nc(-c3ccccc3)c(-c3cccs3)[nH]2)cc1 | 5.9 | 0.6
Clc1ccc(-c2noc(CN3CCN(c4ccccc4)CC3)n2)cc1 | 6.8 | -13.8
O=C(Nc1ccc(Cl)cc1)N1CCCN(c2ccc(C(F)(F)F)cc2[N+](=O)[O-])CC1 | -4.5 | 14.9
CC(C)(C)OC(=O)N1CCCC(C(=O)Nc2ccc(C(=O)NC3CC3)cc2)C1 (stereo not given) | 1.2 | -2.4
CC(C)C[C@@H](CO)NC(=O)CC[C@H](NC(=O)OC(C)(C)C)C(=O)N(Cc1ccccc1)Cc1ccccc1 | -17.4 | 0.3
CC(C)c1ccc(C2NC(=O)NC3=C2CCc2ccccc23)cc1 (stereo not given) | -31.5 | 9.2
CCOc1ccccc1C(=O)NCCNC(=O)c1ccccc1OCC | -6.2 | -5.9
Cc1ccc(S(=O)(=O)N2CCC(C(=O)OCC(=O)NC(C)c3ccc(F)cc3)CC2)cc1C (stereo not given) | 2.0 | -8.4
Cc1ccc(C(=O)NCCNS(=O)(=O)c2ccccc2)cc1 | 10.9 | 0.3
OCC[C@@H]1C[C@@H](O)[C@H](O)[C@@]2(CCc3ccccc3O2)O1 | -5.3 | -8.2
Cc1ccc(S(=O)(=O)N2CCCCC2)cc1NS(=O)(=O)c1ccccc1F | -0.3 | -2.7
Cc1[nH]c2ccc(C(=O)N3CCCCC3)cc2c1C | 1.7 | 0.3
CC(C)c1ccc(N=C(N)N=C(N)N)cc1 | -12.1 | -0.2
Cc1ccc(NC(=O)c2cnc(SCC(=O)NCC3CCCO3)n(C)c2=O)cc1 (stereo not given) | 10.1 | 3.1
Cc1ccc(C)c(S(=O)(=O)N2CCN(CC(=O)NC(=O)NCc3ccccc3)CC2)c1 | 22.9 | -3.8

Individual results from the list.
Cn1c(=NC(=O)C2=NNC(=O)CC2)sc2ccccc21 in H9c2 TAG inh = 4.1
COCCn1c(C)cc(C(=O)COC(=O)c2ccc([N+](=O)[O-])o2)c1C in H9c2 TAG inh = 44.3
CC(C)C[C@@H](CO)NC(=O)CC[C@H](NC(=O)OC(C)(C)C)C(=O)N(Cc1ccccc1)Cc1ccccc1 in H9c2 TAG inh = -17.4
CC(C)(C)OC(=O)N1CCCC(C(=O)Nc2ccc(C(=O)NC3CC3)cc2)C1 (stereo not given) in H9c2 TAG inh DAPI viability = -2.4
Cn1c(N)cc(=O)n(Cc2ccccc2)c1=O in H9c2 TAG inh DAPI viability = 5.0
O=C(Nc1ccc(Cl)cc1)N1CCCN(c2ccc(C(F)(F)F)cc2[N+](=O)[O-])CC1 in H9c2 TAG inh = -4.5
CCN(CC)S(=O)(=O)c1ccc(N2CCOCC2)c(NC(=O)c2ccc3c(c2)OCCO3)c1 in H9c2 TAG inh = 11.1

(next part)
SMILES | H9c2 TAG inh | H9c2 TAG inh DAPI viability
CC(C)(C)C(=O)O/N=C(\N)c1c(Cl)cccc1Cl | -1.9 | 8.1
COC(=O)c1ccc(C(=O)Nc2ccc(C(C)C)cc2N)cc1 | 6.6 | 8.3
CCC1CC(/C(C)=N/NC(N)=O)OC1=O (stereo not given) | -11.6 | 10.1
CC(=O)Nc1ccc(C2=CC(=O)C[C@H](c3ccc4c(c3)OCO4)C2)cc1 | 2.0 | 14.4
CCc1c(C(=O)NNC(=S)NCCc2ccccc2)csc1C | -10.8 | 9.0
COc1ccc(NC(=O)COC(=O)CCc2nc3ccccc3c(=O)[nH]2)c(OC)c1 | -13.0 | -6.3
COc1cccc(CC(=O)Nc2ccc(S(=O)(=O)N3CCCCC3)cc2)c1 | -0.7 | -13.0
CC1(C)CC(=O)c2sc(NC(=O)Cc3cccs3)nc2C1 | -0.5 | -1.3
Cc1ccc(OCC(=O)NC2CC(C)(C)NC(C)(C)C2)c(C)c1 | 0.0 | -6.2
COc1ccc2[nH]c(C(=O)N(Cc3ccccn3)Cc3ccccn3)cc2c1 | 8.2 | -0.2
Cc1onc(-c2ccccc2Cl)c1C(=O)O/N=C(\N)c1cccc([N+](=O)[O-])c1 | 5.2 | -3.4
Cc1cc(NC(=O)c2ccccc2O)nc(C)n1 | 9.3 | -12.6

A different layout for part of the listing above:
| smiles | H9c2 TAG inh | H9c2 TAG inh DAPI viability |
| --- | --- | --- |
| CCC1CC(/C(C)=N/NC(N)=O)OC1=O (stereo not given) | -11.6 | 10.1 |
| CC(=O)Nc1ccc(C2=CC(=O)C[C@H](c3ccc4c(c3)OCO4)C2)cc1 | 2.0 | 14.4 |
| CCc1c(C(=O)NNC(=S)NCCc2ccccc2)csc1C | -10.8 | 9.0 |

Next part:
SMILES | H9c2 TAG inh | H9c2 TAG inh DAPI viability
CC(=O)c1ccc(NC(=O)CSc2nc(=O)cc(N)n2-c2ccccc2)cc1 | 0.0 | -13.6
N#CCCN(C(=O)CSc1nnc(-c2ccncc2)n1C1CC1)c1ccccc1 | -8.5 | -9.5
COc1cc(C(O)c2nc(-c3ccccc3OC)cs2)ccc1F (stereo not given) | -1.0 | -7.6
C#CCOCCOCCOCCNc1nc(N2CCN(C(=O)C([C@@H](C)O)n3cc([C@@H](N)CCCCN)nn3)CC2)nc(N2CCN(C(=O)[C@H](CCCCN)n3cc([C@@H](N)[C@H](C)CC)nn3)CC2)n1 (stereo not given in full) | -1.8 | 11.5
O=C(NCCCN1CCN(c2ccccc2)CC1)Nc1ccccc1C(F)(F)F | 5.2 | -3.6
CCOc1cc(N2CCOCC2)c(OCC)cc1NC(=O)CSc1ncccn1 | 7.7 | 1.9
Cc1ccc(/C=C/C(=O)O)cc1S(=O)(=O)NC1CCS(=O)(=O)C1 (stereo not given) | 0.1 | 1.3
Cc1csc(Nc2ccccc2)[n+]1-c1ccccc1 | 1.3 | 4.3
O=C(Cn1cnc2c(oc3ccccc32)c1=O)N1CCCC1 | 17.5 | 0.9
CC(=O)NCc1ccc(-c2nc3ccccc3s2)cc1 | 1.0 | 9.4
CCCN1CCC(=O)N(CCSc2ccccc2)CC1 | -13.1 | -7.3
CNC(C)C(=O)NC(C(=O)N1CCCC1C(=O)NC1CCCc2ccccc21)C(C)C (stereo not given) | 38.2 | -28.1
Cc1ccc(C(=O)COC(=O)C2CC3CCCC(C2)C3=O)cc1[N+](=O)[O-] (stereo not given) | -3.4 | -0.8
O=C(CSc1nc2ccccc2c(=O)n1CCCN1CCOCC1)N1CCN(c2ccccc2)CC1 | 23.7 | -0.6
c1ccc2[nH]c(Cn3nnc4ccccc43)nc2c1 | 0.4 | -0.1
O=C(O)c1ccc(NC(=S)NC(=O)c2cccnc2)cc1 | 6.1 | -7.7
CCCN1CNc2c(c(=O)[nH]c(=S)n2-c2ccc(Cl)cc2)C1 | 2.4 | 4.0
Cc1ccc(S(=O)(=O)NCC(=O)OCC(=O)N(C)C2CCCCC2)cc1 | -4.9 | 5.5
O=C(NCCNC(=O)c1cccs1)c1ccco1 | 5.3 | -8.3
COCCNC(=O)C1(C)CCCN(Cc2cn(C)c3ccccc23)C1 (stereo not given) | 2.8 | 2.1
COCCN(C(=O)C1CCCO1)c1c(N)n(CC(C)C)c(=O)[nH]c1=O (stereo not given) | 7.5 | 8.6
COc1ccc(-c2cc3nc(-c4ccccc4)cc(N4CCC(O)CC4)n3n2)cc1 | 40.3 | i
CCCCN(C=O)c1c(CC)nc2c(OCc3ccc(S(C)(=O)=O)cc3)cccn12 | -9.9 | 11.4
COc1ccc(N2CCN(CC(=O)Nc3c(C)cccc3C)CC2)cc1 | -8.0 | -5.0
O=S(=O)(c1ccc(N2CCOCC2)cc1)N1CCOCC1 | -7.5 | -1.9
COc1cccc2cc(C(=O)N3CCN(C45CC6CC(CC(C6)C4)C5)CC3)c(=O)oc12 | -11.6 | 4.5
OC1CCN(c2ncnc3c2nnn3Cc2c(F)cccc2Cl)CC1 | -8.2 | 3.1
O=C(Nc1ccccc1C(F)(F)F)c1ccc2nccnc2c1 | -9.6 | -0.7
NC(=O)N/N=C/c1coc2ccc3ccccc3c2c1=O | 9.9 | -7.9
COCCn1c(SCC(=O)N2CCCC2)nnc1C(C)C | 6.0 | -4.3
O=C1NC(=O)C(c2ccccc2[N+](=O)[O-])=C1Nc1ccc(O)c(Cl)c1 | 5.6 | -10.9
CS(=O)(=O)c1cccc(C(=O)NC(c2ccccc2)c2ccccc2)c1 | -3.7 | 2.9
Cc1cc(SCC(=O)OC(C)C(=O)N(C)c2ccccc2)nc2ccccc12 (stereo not given) | -8.9 | -8.8
Cc1ccc(S(=O)(=O)Cc2ccc(C(=O)N3CCN(c4ccc(F)cc4)CC3)o2)cc1 | 1.8 | -8.4
CCOC(=O)[C@H]1[C@H]2COc3ccc(C)cc3[C@@H]2N2C(=O)c3ccc(F)cc3NC(=O)[C@@]12C | -5.4 | 2.1
O=C(NC1CCCC1)C(c1cccs1)N(C(=O)c1ccco1)c1ccc2c(c1)OCO2 (stereo not given) | -3.2 | -3.0
CC[C@]12C(=O)N(C)C[C@H]([C@@H]3C(=O)N(Cc4ccccc4)C(=O)[C@@H]31)N2C(=O)c1ccccc1 | -6.4 | -3.4
COc1ccc(C(=O)CCC(=O)N2CCN(c3ccccc3)CC2)cc1 | 13.5 | -1.7
COc1cccc(CN(C)S(=O)(=O)c2ccccc2Br)c1 | -11.9 | 6.9
O=C(NCCc1c[nH]c2ccccc12)/C(=C/c1cccnc1)NC(=O)c1ccccc1 | 3.9 | -1.5
CCCCSc1nc2ccccc2n1CC(=O)O | 9.5 | -3.0
CCC(CC)C(=O)N(C)c1c(C)nc2c(OCc3cc(Cl)cc(Cl)c3)cccn12 | 12.6 | 4.9
COc1ccc(C2CC(c3cccs3)=NN2C(=O)CCCC(=O)O)cc1OC (stereo not given) | -7.4 | -4.1
O=C(COc1ccc(F)cc1Cl)Nc1ccc(S(=O)(=O)Nc2nccs2)cc1 | -3.7 | 7.9
Clc1ccc(CN(CC2CCCO2)C(c2cccs2)c2nnnn2C2CCCC2)cc1 (stereo not given) | 21.5 | -10.8
Cc1ccsc1C1CC(=O)NC2=C1C(=O)CC(C)(C)C2 (stereo not given) | -15.8 | -0.7
COC(=O)c1ccccc1NC(=O)CSc1n[nH]c(CC(C)C)n1 | 15.3 | 5.3
CCOc1ccc(C(=O)NC2CCN(CC(=O)NCc3cccs3)CC2)cc1 | -7.7 | 5.6
CC1CCCC(NC(=O)CN(C)CC(=O)Nc2cccc(F)c2)C1C (stereo not given) | 13.0 | -1.2

Screens as filed in PubChem.
